V1aR counter – activates human V1a receptor in oxytocin agonist counter-screen | activation, % at 3 µM | P37288 | hit rate 0.25% among 320,000 | CHO-V1R cells, Fluo-8 calcium fluorescence, agonist mode; 0% DMSO, 100% 3 nM vasopressin;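 active means activation above the mean activation of all tested compounds plus 3 SD, per screening run, cut at about 20% in these data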;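 further: signal is peak over basal fluorescence ratio across a 100 second FLIPR read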
GPR7 antag – blocks human GPR7 receptor signaling. P48145. GPR7-expressing cells, fluorescence antagonist assay. inhibition, % at 4.4 µM. hit rate 1.1% among 290,000; in the data active means inhibition above about 16%, passing the limit was not always enough;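 further: cells stimulated with the agonist NPW; 0% = agonist with vehicle and 100% = vehicle without agonist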
Target sequence (P48145 whole entry, looked up): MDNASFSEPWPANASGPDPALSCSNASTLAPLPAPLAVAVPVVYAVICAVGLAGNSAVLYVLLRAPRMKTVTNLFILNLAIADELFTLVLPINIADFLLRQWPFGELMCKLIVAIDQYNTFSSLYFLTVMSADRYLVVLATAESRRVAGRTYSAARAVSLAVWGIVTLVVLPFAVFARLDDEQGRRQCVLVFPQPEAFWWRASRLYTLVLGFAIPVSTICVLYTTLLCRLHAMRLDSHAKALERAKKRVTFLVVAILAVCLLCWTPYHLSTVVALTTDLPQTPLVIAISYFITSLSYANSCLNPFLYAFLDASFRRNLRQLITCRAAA
NALP1 yeast inh – inhibitors of NALP1 inflammasome in yeast. S. cerevisiae NALP1/ASC/caspase-1 growth, X-gal OD620, 72 h. inhibition, % at 10 µM. hit rate 0.61% among 280,000; in the data active means inhibition mostly above about 24%, no sharp cut-off; inactive means mostly below about 32%; further: some compounds called inactive have numbers as strong as hits
MEKK2wt PB1 HTS – raises or lowers MEK5 binding to wildtype human MEKK2 PB1 domain; Q9Y2U5; bead flow cytometry, Alexa488-MEK5 binding to MEKK2 WT; actives lie on both sides; binding response (% of control), % at 10 µM; hit rate 1.1% among 290,000; AID 1531; in the data active means binding response below about 67% or above about 130%
OXTR potentiator – human OXTR potentiation. P30559. CHO-OTR cells, Fluo-8 calcium fluorescence, potentiator mode; 0% = oxytocin EC15, 100% = EC100. hit rate 0.061% among 320,000. activation, % at 3 µM;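 active means activation above that plate's cutoff, the mean activation of tested compounds plus 3 SD, cut at about 6.6% in these data, passing the limit was not always enough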;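 further: 100% uses oxytocin at 75 nM as the full agonist control; some results filed as inactive read as strong as hits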
Target sequence (P30559 whole entry, looked up): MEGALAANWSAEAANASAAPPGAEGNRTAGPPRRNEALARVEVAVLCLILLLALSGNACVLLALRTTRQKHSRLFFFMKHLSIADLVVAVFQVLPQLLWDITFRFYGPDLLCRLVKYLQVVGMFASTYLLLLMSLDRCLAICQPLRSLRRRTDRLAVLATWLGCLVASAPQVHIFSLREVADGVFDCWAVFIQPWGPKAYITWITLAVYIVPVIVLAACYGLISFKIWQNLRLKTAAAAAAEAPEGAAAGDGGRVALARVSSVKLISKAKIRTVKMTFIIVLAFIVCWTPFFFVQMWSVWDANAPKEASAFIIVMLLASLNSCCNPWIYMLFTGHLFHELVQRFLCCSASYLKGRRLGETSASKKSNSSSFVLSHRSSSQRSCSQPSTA
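Assay system: CHO cell line stably expressing human OTR. Reagent: EC15 oxytocin agonist. Dosing: single dose, 3.0 µM nominal final compound concentration. Timing: compound 6 min at room temperature before oxytocin, 100 s read. Signal: kinetic Fluo-8 calcium fluorescence. Controls: oxytocin EC15 low and EC100 high.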
OXTR agonist – human OXTR agonism; CHO-OTR cells, Fluo-8 calcium fluorescence; normalized: DMSO 0%, oxytocin 100%; AID 2435; P30559; activation, % at 3 µM; hit rate 0.32% among 320,000;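 active means activation above the mean of all tested compounds plus 3 SD, cutoff set per screening run, cut at about 20% in these data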;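 further: peak over basal fluorescence ratio from a 100 s FLIPR kinetic read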
GalR3 antag – antagonists of human GalR3; HEK293 GalR3-CNG cAMP membrane potential fluorescence; galR3 body fused to GalR1 C-terminus; AID 651719; O60755; inhibition, % at 3 µM; hit rate 0.44% among 360,000;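 active means inhibition above the screen-wide average plus 3 SD, cut at about 13% in these data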;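 further: forskolin and galanin both at EC90 stimulate the cells; cAMP rise reported by CNG channel membrane potential dye signal; 0% = forskolin plus galanin with DMSO and 100% = forskolin alone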
Target sequence (O60755 1-299 limits assumed): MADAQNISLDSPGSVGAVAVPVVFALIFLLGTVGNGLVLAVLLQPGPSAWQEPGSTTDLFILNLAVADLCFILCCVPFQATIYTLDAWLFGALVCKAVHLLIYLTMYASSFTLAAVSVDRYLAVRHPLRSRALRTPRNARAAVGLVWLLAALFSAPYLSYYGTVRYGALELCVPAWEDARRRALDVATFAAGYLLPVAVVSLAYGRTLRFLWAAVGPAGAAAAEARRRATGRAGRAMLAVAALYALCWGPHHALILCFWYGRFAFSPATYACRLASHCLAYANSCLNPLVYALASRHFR
MEKK2mut PB1 HTS – signal of MEK5 binding to mutant human MEKK2 PB1 domain. percent response, % at 10 µM. AID 1530. hit rate 0.35% among 290,000. bead flow cytometry, Alexa488-MEK5 binding to MEKK2 mutant; in the data active means percent response above about 24%, passing the limit was not always enough; further: inactives centre near 1; some results filed as inactive read as strong as hits
M18AAP inhibitor – PfM18AAP enzyme inhibition. recombinant PfM18AAP, H-Glu-NHMec fluorogenic cleavage. hit rate 1.2% among 290,000. inhibition, % at 7.35 µM. AID 1822;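 active means inhibition above the campaign mean inhibition over all tested compounds plus 3 SD, cut at about 28% in these data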;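 further: 0% = plate median of test compound wells and 100% = 2 mM ZnCl2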
An asterisk follows results filed as active; . = not tested or not shown; & = joins results of further samples.

Each structure is followed by: V1aR counter	GPR7 antag	NALP1 yeast inh	MEKK2wt PB1 HTS	OXTR potentiator	OXTR agonist	GalR3 antag	MEKK2mut PB1 HTS	M18AAP inhibitor
- CC1CCN(C(=O)c2[nH]cnc2C(=O)N[C@@H](CCCCNC(=O)OC(C)(C)C)C(=O)OC(C)(C)C)CC1
    -0.6	.	.	85	-3	-0.8	-8	3	.
- CC1CC(C)CN(C(=O)C(Cc2ccccc2)n2cccc2)C1 (configuration not stated)
    -1.5	-3	.	92	-2	-2.2	-6	-19	1
- CCOc1ccc(S(=O)(=O)N2CCN(C(=O)c3ccccc3Cc3ccccc3)CC2)cc1
    -0.9	.	.	.	-5	-1.5	-6	.	.
- Cc1ccccc1NC(=O)CC(O)(C(F)(F)F)C(F)(F)F
    0.5	-6	-19	98	-1	-0.1	3	0	-1
- O=c1cc(-c2ccccc2)nc2cc(-c3ccco3)[nH]n12
    0.3	9	41	105	-12	-1.2	-5	6	10
- CCc1ccc(-n2ccc(=O)c(C(=O)O)n2)cc1
    0.7	-16	15	104	-11	0.1	-9	5	-2
- CC(C)c1ccc(OCC(O)CN2CCN(c3ccccc3)CC2)cc1 (configuration not stated)
    3.4	-15	24	115	0	1.7	-7&-2	6	-19
- Cc1ccc(C=C2C(=O)c3ccccc3C2=O)o1
    1.2	0	17	113	-11	-0.4	5	6	-1
- CC(C)CN(C(=O)CSc1nc(-c2ccccc2)cn1N)c1c(N)n(Cc2ccccc2)c(=O)[nH]c1=O
    -0.7	.	.	.	-13	-0.3	-4	.	.
- CC(C)c1ccc(S(=O)(=O)c2cnc(=S)[nH]c2N)cc1
    3.2	2	-7	108	-2	-0.3	-5	9	1
- COc1cc(OC)cc(-c2oc3cccnc3c2C#CCCO)c1
    -0.7	-3	-14	111	-3	-0.8	-4	1	6
- CCc1c(C)nc2ncnn2c1N1CCCC(C(=O)NCCc2ccc(OC)cc2)C1 (configuration not stated)
    -0.9	-4	-10	107	5	-1.4	0	6	0
- COc1ccc(S(=O)(=O)N(CC(=O)N2CCCCCC2)c2ccccc2OC)cc1
    -0.5	8	-7	98	-10	0.2	-10	-4	2
- NC(=S)Nc1ccc(C(F)(F)F)cc1Cl
    -1.1	-10	-17	97	10	1.5	5	-2	3
- Clc1ccc2nc(CSc3ccccc3)cn2c1
    -2.0	0	-5	104	8	-2.3	-5	2	5
- COc1ccccc1OCC(=O)OCC(=O)NC1CCCCC1
    -0.4	.	.	.	-5	0.1	-3	.	.
- O=C(NCc1cccnc1)C(=O)Nc1nc(C23CC4CC(CC(C4)C2)C3)cs1
    1.3	-20	.	102	-7	0.7	1	15	7
- Cc1cccc(C)c1Nc1nnc(SCc2cn3cccc(C)c3n2)s1
    4.9	-8	23	119	-16	1.6	-6	7	1
- COc1ccccc1-c1nnc(SCC(=O)c2c(N)n(C3CC3)c(=O)[nH]c2=O)o1
    0.0	.	.	.	-1	0.0	1	.	.
- CN(C)CCN(Cc1ccccc1)C(=O)C1CCN(c2ncnc3c2nc2n3CCCCC2)CC1
    1.6	-8	-2	103	-7	0.7	0	4	3
- O=C(CCCn1nnnc1CN1CCOCC1)N1CCN(c2ccccc2F)CC1
    0.7	-9	12	110	-5	-1.7	0	9	-15
- S=C(NCc1cccs1)Nc1cc(Cl)cc(Cl)c1
    13	-4	12	106	-17	8.1	-5	12	-1
- CSCCC(NC(=O)c1ccccc1Cl)C(=O)NNC(=O)c1ccccc1O (configuration not stated)
    -0.9	.	.	.	-9	-0.5	0	.	.
- O=[N+]([O-])c1ccc(NCCc2ccccc2)c(Br)c1
    0.5	34	-18	99	-11	-1.5	-8	-4	6
- Cc1ccc(NC(=O)CCc2nnc3ccc(NCc4ccco4)nn23)cc1
    0.2	1	5	100	-4	-0.7	-1	4	24
- Cc1ccc2nc(C)c3c(c2c1)COC3
    0.5	0	8	101	0	-0.5	-5	1	-4
- COCC(=O)Nc1cc(C(=O)Nc2ccccc2)ccc1Cl
    -0.4	8	-10	95	-5	-0.2	-6	-2	-2
- Cc1ccccc1-c1nnn(CC(=O)Nc2cccc(S(N)(=O)=O)c2)n1
    0.8	-16	10	90	-2	0.2	7	-10	-1
- COC(=O)CCCC1=CC2=C(c3ccccc3)C(=O)C(C)(OC(=O)C3CCCC3)C(=O)C2=CN1c1ccccc1 (configuration not stated)
    -0.6	.	.	154*	-11	-1.1	-5	1	.
- C[C@@H](OC(=O)c1[nH]cnc1C(=O)NCc1ccc(CNC(=O)OC(C)(C)C)cc1)c1ccccc1
    1.1	.	.	.	-9	-0.7	1	.	.

(further entries)
Each structure is followed by: V1aR counter	GPR7 antag	NALP1 yeast inh	MEKK2wt PB1 HTS	OXTR potentiator	OXTR agonist	GalR3 antag	MEKK2mut PB1 HTS	M18AAP inhibitor
- CSCCC(NC(=O)c1ccccc1Br)C(=O)N1CCN(C(C)=O)CC1 (configuration not stated)
    -0.5	.	.	.	-4	-0.6	-5	.	.
- O=C(O)CC1C(=O)OCN1C(=O)OCc1ccccc1 (configuration not stated)
    0.0	-3	5	92	-1	0.1	-11	0	0
- CCn1c(CC(=O)Nc2ccc(C)cc2)nnc1SCC(=O)Nc1nc(C)cs1
    -0.4	-11	1	96	-10	1.6	-3	-3	7
- COc1cccc(CNc2nn[nH]n2)c1OC
    1.4	-2	30	97	-14	0.1	-4	2	1
- Cc1c(NC(=O)C23CC4CC(CC(C4)C2)C3)c(=O)n(-c2ccccc2)n1C
    0.6	2	6	100	-10	0.2	-5	0	1
- C/C(=C\C(=O)c1ccc(C)o1)Nc1ccc2c(c1)OCO2
    -0.1	-12	15	97	-4	-0.2	-2	-1	7
- COCc1cc(=O)c2ccccc2o1
    1.6	.	.	.	0	0.9	-2	.	.
- COc1ccc(CC(=O)Nc2ccc(-c3cn4ccc(C)cc4n3)cc2)cc1
    1.2	-8	5	109	-18	0.6	1	3	3
- N#Cc1ccccc1Cn1c(=O)n(Cc2ccc(C(=O)NCc3ccco3)cc2)c(=O)c2sccc21
    0.2	15	14	105	0	-0.9	5	2	2
- CSC1=N/C(=C\c2ccccc2C)C(=O)S1
    -0.3	-5	1	86	-5	-0.7	-1	-11	-5
- CCCCN1C(=N)N([C@@H](C)CN2CCC[C@H]2CN2C(N)=NC[C@@H]2Cc2ccccc2)C[C@H]1Cc1ccccc1
    1.0	.	.	.	6	0.3	-4	.	.
- CC(C)C(=O)Nc1ccc(S(=O)(=O)Nc2nccc(/C=C/c3ccccc3)n2)cc1
    1.0	-9	29	104	-4	-0.5	-3	4	3
- O=C(N=Nc1c(O)[nH]c2ccccc12)c1cccc(S(=O)(=O)Nc2ccccc2Cl)c1
    -0.5	-10	13	103	-7	-0.5	-4	10	4
- COc1ccc(-c2nc3ccc(N4CCN(C)CC4)cc3c(=O)[nH]2)cc1
    0.6	-12	-6	90	5	0.1	-6	-11	1
- CCOC(=O)C1CCN(C(=O)c2ccc(OCC(=O)Nc3cccc(C(F)(F)F)c3)cc2)CC1
    8.4	-9	18	108	-11	9.5	-4	7	5
- CCCCCn1c(N)c(-c2nc3ccccc3s2)c2c([N+](=O)[O-])nn(C)c(=O)c21
    0.1	12	-16	98	-6	1.1	.	4	-9
- O=C(NCCO)/C(=C/c1cccc([N+](=O)[O-])c1)NC(=O)c1ccco1
    -0.2	-5	2	104	-8	-0.3	-4	4	-3
- CCn1cc(C(=O)NCCN(C)C)c(=O)c2cc(F)c(N3CCN(C)CC3)cc21
    -0.8	-10	16	103	-9	0.8	-9	7	-8
- COC(=O)CCP(=O)(O)Cc1ccccc1CP(=O)(O)CCC(=O)OC
    0.9	-4	-19	89	2	1.1	-5	-14	-10
- COc1ccc(S(=O)(=O)Nc2cccc(C(C)=O)c2)cc1Br
    3.6	0	4	99	-3	6.2	-2	0	3
- O=C(Nc1ccc(-n2cnnn2)cc1)C1CCCN1C(=O)Nc1ccc(Br)cc1 (configuration not stated)
    3.5	-4	15	101	-9	1.1	-6	3	-3
- CCN(CC)S(=O)(=O)c1ccc(NC(=O)CCN2C(=O)C3CC=CCC3C2=O)cc1 (configuration not stated)
    0.6	.	.	.	-7	0.4	-3	.	.
- CN(C)S(=O)(=O)c1ccc(Cl)c(NC(=O)C2CCN(S(=O)(=O)c3cccs3)CC2)c1
    7.5	.	.	.	-8	7.2	-6	.	.
- Cc1ccc(C)c(Cn2nnc3c(=O)[nH]c(C4CCCN(S(=O)(=O)Cc5ccccc5)C4)nc32)c1 (configuration not stated)
    1.1	-2	13	92	-10	-0.4	-8	-6	-11
- Cc1csc(NC(=O)c2sccc2C)n1
    -0.3	0	22	108	-13	-1.6	-5	5	9
- O=C(O[C@H]1[C@H](Oc2ccccc2COC(=O)C2(O)C=CCCC2=O)O[C@H](CO)[C@@H](O)[C@@H]1O)c1ccccc1 (some centres not stated)
    -0.2	.	.	103	-11	0.2	.	3	.
- C=CCn1c(SCC(=O)NCC(=O)OCC)nnc1-c1cccc(OC)c1
    0.1	3	-4	105	-10	-1.4	2	6	-8
- CN1C(=O)C(C)(C)c2cc(S(=O)(=O)N3CCCC3C(=O)NCc3ccccc3Cl)ccc21 (configuration not stated)
    0.0	-4	18	96	-11	-0.7	0	1	9
- O=P(Cc1cccc[n+]1[O-])(c1ccccc1)c1ccccc1
    0.6	-8	17	98	-12	-0.3	-6	1	6
- CC1(C)CC(=O)/C(=C(\O)c2ccccc2)C(=NCCc2ccccc2)C1
    -0.7	-5	11	104	-6	-2.2	2	-1	-2

Carrying on.
Each structure is followed by: V1aR counter	GPR7 antag	NALP1 yeast inh	MEKK2wt PB1 HTS	OXTR potentiator	OXTR agonist	GalR3 antag	MEKK2mut PB1 HTS	M18AAP inhibitor
- Cc1onc(-c2ccccc2)c1C(=O)NCc1ccccc1F
    -1.1	-7	-17	104	5	-1.4	-3	-2	-4
- COc1ccc(/C=N/NC(=O)c2[nH]ncc2Br)c(OC)c1
    -0.7	0	26	98	-5	-1.0	-4	1	7
- O=C(OCc1ccc([N+](=O)[O-])cc1)C1CC(=O)N(CCc2ccccc2)C1 (configuration not stated)
    -0.1	.	.	.	-10	0.0	-2	.	.
- CCN(CC(=O)NC)S(=O)(=O)c1ccc(C)cc1
    0.4	-14	19	95	-5	0.4	1	2	2
- COc1ccc(OCCCC(=O)NC(C)c2ccccc2)cc1 (configuration not stated)
    0.0	-12	13	101	-2	-1.0	7	1	-12
- N#CC1=C(N)Nc2ncnn2C1c1ccccc1 (configuration not stated)
    0.7	2	30	102	-4	-0.5	.	-2	38*
- COc1ccccc1CCNC(=O)C1CCN(C(=O)/C=C/c2ccccc2)CC1
    0.6	2	17	95	-5	-0.6	-7	-6	-9
- CC(=O)C1=C(O)C(=O)N(c2ccccn2)C1c1ccc(C)cc1 (configuration not stated)
    0.7	-5	0	112	-1	1.1	-9	11	0
- CCCOc1ccc([C@@H]2C3CN(C(=O)OCC)CC=C3C(C#N)=C(N)C2(C#N)C#N)cc1OC (some centres not stated)
    -1.2	-3	37	93	-3	-1.5	.	-1	3

Three entries out of the list above, sorted by their value in MEKK2mut PB1 HTS, high to low:
canonical_smiles | MEKK2mut PB1 HTS
CC(=O)C1=C(O)C(=O)N(c2ccccn2)C1c1ccc(C)cc1 (configuration not stated) | 11
CCN(CC(=O)NC)S(=O)(=O)c1ccc(C)cc1 | 2
N#CC1=C(N)Nc2ncnn2C1c1ccccc1 (configuration not stated) | -2
